Bioassay records (PubChem)
PKM2 activator = activators of human pyruvate kinase M2. 260,000 compounds, 0.34% hits. Potency, µM (doses to about 57.5 µM), without a hit: at the highest dose activation, most hits filed as activators. purified PKM2, Kinase-Glo ATP luminescence, activation; response scale: 0% is enzyme alone, no compound; note: potency is the fitted concentration of half-maximal effect; % is set by controls: 0 for no effect and ±100 for the full control effect; nearly all actives have a fitted effect of over 55% in size
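Purified hPK-M2 (>95%) run at intermediate activity with 0.1 mM ADP and 0.5 mM PEP in 50 mM imidazole pH 7.2, KCl, MgCl2; 1 h room temperature. ATP formed read by Kinase-Glo luminescence; normalized to uninhibited and no-enzyme controls.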
TRPV1 agonist = agonists of human vanilloid receptor 1 (TRPV1); TRPV1-expressing cells, Fluo-8 calcium influx, agonist mode; activation, % at 8.33 µM; 320,000 compounds, 0.19% hits; AID 540275; in the data active = activation above about 80%; inconclusive = between about 30% and that limit; note: 0% is about no effect
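Cells expressing TRPV1 were dye-loaded with Fluo-8 and read kinetically: 10 s baseline, 3 min after compound (agonist portion), then 2 min after EC20 capsaicin (allosteric enhancer portion). Calcium-bound dye fluorescence at 480/520 nm.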
USP2a inh = inhibitors of human ubiquitin-specific protease USP2a. 330,000 compounds, 0.01% hits. Potency, µM (highest dose often 38.3 µM), inactives show top-dose activity change, negative = inhibition, usual class: inhibitors. USP2 core, Ub-CHOP2 coupled fluorogenic reporter, 485/531. O75604;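 note: potency is the fitted concentration of half-maximal effect; plate controls were DMSO wells for no effect and full inhibition by NEM control for full effect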
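Cell-free coupled assay: 10nM USP2 core preincubated 30min RT with compound in Tris-HCl pH 8.0/CaCl2/CHAPS buffer, then 25nM Ub-CHOP2 and 25nM reporter substrate; fluorescence (Ex 485/Em 531) read after 60min RT, normalized to NEM inhibition, concentration-response curves fitted.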
KCNH2 3.1 block = blocks the human KCNH2 3.1 channel isoform | U2OS KCNH2 3.1, thallium flux FluxOr; active compounds read low | 340,000 compounds, 0.95% hits | activity change, % (tested at about 1.8 µM);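 active = maximum activity change below -70%; inconclusive = maximum activity change from -70% to -50%; inactive = maximum activity change above -50%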;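 note: thallium influx rate constant from kinetic fluorescence after stimulation buffer; % is set by controls: 0 for no effect and ±100 for the full control effect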
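Normalized rate constant (relative to positive and negative DMSO controls) derived from a 2 min kinetic fluorescence read after stimulation; U2OS cells expressing the 3.1 isoform via virus at 1.77 x 10^8 /mL.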
CXXC DNA block = blocks binding of human MLL CXXC domain to DNA; MLL-CXXC / FITC-HOXA9 DNA fluorescence polarization; Potency, µM (top dose mostly 115 µM), inactives show at the top dose activity change, negative = inhibition, actives largely listed as inhibitors; Q03164; 290,000 compounds, 0.037% hits; active = well fitted inhibition curve with a large enough effect in the polarisation, with a control signal flat, not every such curve was filed as active; inconclusive = small, poorly fitted or top-dose-only effect, or effect the other way, or a change in a side signal; inactive = no such curve, though single readings can be large or run the other way; the % refers to the polarisation; note: potency is the fitted concentration of half-maximal effect
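Fluorescence polarization: 7 uM MLL-CXXC (stock) preincubated 5 min with compounds, then 50 nM fluorescein-HOX-A9 DNA (stock) added; 30 min ambient. Buffer 50 mM Tris-HCl pH 7.5, 50 mM NaCl, 1 mM DTT, 0.05% BSA.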
B2AR arrestin = beta2AR (human) beta-arrestin recruitment activity; P07550; beta-arrestin recruitment to beta2AR, cell-based reporter; Potency, µM (doses to about 46.1 µM), inactives show top-dose activation, usual class: activators; 330,000 compounds, 0.02% hits; AID 492947;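 note: potency is the fitted concentration of half-maximal effect; 0% = DMSO controls and full agonism = EC100 isoproterenol or metaproterenol; nearly all actives have a fitted effect of over 65% in size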
Giardia killer = Giardia lamblia killing | 340,000 compounds, 0.15% hits | Giardia lamblia trophozoite viability | activity change, % at 7.66 µM, hits read low | AID 540267; in the data active = activity change below about -80%; inconclusive = between about -30% and that limit;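 note: parasites exposed to compound for two days anaerobically before the ATP read; % is set by controls: 0 for no effect and ±100 for the full control effect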
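Media and compound were dispensed first, then trophozoites at 100 cells/well; plates sat 48 hrs at 37 deg C without oxygen before ATP luminescence reagent was added and read after 15-30 min at room temperature.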
KCNH2 WT inh = blocks the wildtype human KCNH2 potassium channel. Q12809. U2OS, BacMam KCNH2, thallium flux FluxOr; active compounds read low. activity change, % at 1.84 µM. 340,000 compounds, 0.37% hits. AID 720551;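 active = maximum activity change below -70%; inconclusive = maximum activity change between -70% and -50%; inactive = maximum activity change above -50%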; note: % is set by controls: 0 for no effect and ±100 for the full control effect
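U2OS cells were transduced with wild-type KCNH2 virus (2.03 x 10^8 / mL) for 4 h at room temperature, then cultured overnight at 37 C. Thallium flux was read with FluxOr dye. Rate constants were normalized to DMSO controls.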
Menin-MLL TR inh = displaces Texas Red mutant MLL peptide from human menin | Potency, µM (highest dose often 61.6 µM), for the others: at the top dose FP activity change, negative = inhibition, usual class: inhibitors | 270,000 compounds, 0.23% hits | O00255 | AID 1768 | Menin + Texas Red MLL mutant peptide, fluorescence polarization; active = well fitted inhibition curve with a large enough effect in the polarisation, with a control signal flat, not every such curve was filed as active; inconclusive = small, poorly fitted or top-dose-only effect, or effect the other way, or a change in a side signal; inactive = no such curve, though single readings can be large or run the other way; the % refers to the polarisation; note: potency is the fitted concentration of half-maximal effect; % of control where 0% means no effect; many of its hits are not listed in these tables
Coupling enz = coupling enzyme interference in Giardia aldolase counter-screen. coupling enzyme system counterscreen, AmpLite Red fluorescence. activity change, negative = inhibition, % at 58.2 µM, hits read low. 290,000 compounds, 0.67% hits; in the data active = activity change below about -30%; note: % is set by controls: 0 for no effect and ±100 for the full control effect
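Coupling enzymes only (glyceraldehyde-3-phosphate) + compound, at 57.5 uM final, 10 min RT; add substrate/coupling/AmpLite Red mix, 20 min RT; fluorescence ex 525/em 598 nm. Actives flag coupling-system interference.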
GALK inh = inhibitors of human galactokinase; P51570; 270,000 compounds, 0.007% hits; Potency, µM (titrated, usually from 57.5 µM), inactives show top-dose activity change, negative = inhibition, usual class: inhibitors; Purified GALK, Kinase-Glo residual ATP luminescence; note: potency is the fitted concentration of half-maximal effect; % is set by controls: 0 for no effect and ±100 for the full control effect
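GALK at 5 nM final was combined with compound, 35 uM ATP and 100 uM galactose in HEPES pH8.0 with MgCl2 and DTT. The reaction ran one hour at room temperature before luminescent ATP detection.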
The depositor's hits bear a star; ? = inconclusive; · = no result given; [ ] = another dose, or the depositor's remark. Unless noted, calls come from the whole dose curve; as a rule, active = well fitted curve in the direction sought with a large enough effect; inconclusive = small, poorly fitted or top-dose-only effect, or another doubt; inactive = no such curve, though single readings can be large; an effect the other way counts as inactive or inconclusive. These rows are one share of the data; rates above refer to the full screens.

SMILES,PKM2 activator,TRPV1 agonist,USP2a inh,KCNH2 3.1 block,CXXC DNA block,B2AR arrestin,Giardia killer,KCNH2 WT inh,Menin-MLL TR inh,Coupling enz,GALK inh
CC(/C=C/C=C/c1ccccc1)=N/NC(=O)CNc1ccccc1C,6%,-2,1%,-16,8%,-0.9%,3,16,2%,1,·
Cn1cccc1Cc1nnc(SCC(=O)NCc2ccco2)n1CCc1ccccc1,5%,2,0%,1,12%,0.4%,21,0,-19%,4,0%
CCOc1ccc(N2C(=O)CC(N3CCC(NC(=O)Nc4ccccc4)CC3)C2=O)cc1 (stereo unspecified),7%,0,3%,-8,7%,-0.6%,4,1,0%,-1,5%
CS(=O)(=O)c1ccc(C(=O)NCc2ccccc2F)cc1,0%,-1,4%,20,1%,-0.2%,-11,-19,-9%,0,0%
Cc1ccc(OCC(=O)O/N=C(\N)Cc2ccc([N+](=O)[O-])cc2)cc1C,-2%,?,0%,3,5%,-0.9%,-14,3,·,-3,1%
CSC1=C(C#N)C(c2sccc2C)CC(=O)N1 (stereo unspecified),4%,-1,9%,-4,4%,-0.2%,-14,-2,-5%,4,0%
COC(=O)CCCN=C1SCCN1Cc1ccccc1,·,0,1%,0,2%,0.8%,10,7,7%,2,-1%
COc1cc(CNn2cn[nH]c2=S)cc(Br)c1OCc1ccccc1F,-12%,30,0%,3,-2%,-0.1%,0,11,16%,0,2%
O=C1CC(c2ccco2)CC(O)=C1C=NCC1CCNCC1 (stereo unspecified),-12%,1,-3%,-20,-1%,-1.8%,-2,33,-2%,-4,1%
COC(=O)c1cc(C(=O)Nc2cccc(C)n2)cc([N+](=O)[O-])c1,2%,-1,0%,-13,4%,-0.9%,8,-6,14%,-1,2%
COc1ccc(/C(C)=N/Nc2nc3ccccc3n3cnnc23)cc1OC,-8%,-2,-1%,-4,2%,0.0%,-9,3,·,4,2%
O=C(C(c1ccccc1)c1ccccc1)N1CCOCC1,-3%,-1,2%,9,-1%,8.0%,12,-3,-7%,2,8%
CCOc1ccc(S(=O)(=O)Nc2ccc(S(=O)(=O)Nc3cc(OC)ccc3OC)cc2)cc1,-2%,-4,-4%,1,-20%,-0.1%,13,8,?,0,0%
CC(NC(=O)/C(=C\c1cccc([N+](=O)[O-])c1)NC(=O)c1ccco1)C(=O)O (stereo unspecified),-2%,10,9%,1,19%,0.4%,10,2,?,2,3%
C=CCOn1c(=O)c(-c2ccc(Cl)cc2)[n+]([O-])c2ccccc21,·,-1,-1%,7,2%,0.5%,43[activator],8,?,-3,0%
COc1cccc(-c2nc(CS(=O)CC(=O)NCCc3ccc(C)cc3)c(C)o2)c1 (stereo unspecified),1%,12,1%,-3,38%[activator],-0.8%,1,-6,-14%,-1,-1%
CCOC(=O)c1cc2c(=O)n3cccc(C)c3nc2n(Cc2ccccc2Cl)c1=N,-5%,2,1%,·,-19%,-0.1%,·,·,-1%,2,7%
O=C(O)c1ccccc1C(=O)NCCCn1ccnc1,0%,5,1%,15,5%,-0.9%,12,1,-15%,4,5%
CCCCCCSc1cc(-c2nc3ccc(Cl)cn3c2NC2CCCCC2)ccc1OC,·,10,0%,13,·,0.2%,24,-7,·,·,·
CC1=C(C(=O)OCc2ccccc2)C(c2ccc(C#N)cc2)NC(=O)N1CCCC(=O)O (stereo unspecified),2%,-6,0%,0,2%,-0.3%,-2,-5,4%,0,·
CCN(Cc1nc(-c2ccc(Cl)cc2)no1)CC1CCCO1 (stereo unspecified),-7%,2,1%,0,-5%,0.1%,-16,-2,-23%,-1,2%
COc1ccc(-c2oc3c(OC)c(OC)c(OC)c(O)c3c(=O)c2OC)cc1OC,-1%,8,-4%,3,16%,0.3%,-6,2,-14%,2,4%
CS(=O)(=O)N(CC(=O)Nc1ccc(Br)cc1)C1CCCCC1,12%,15,1%,-11,-1%,0.0%,35[activator],12,20%,2,3%
COc1ccc(-n2nc(C(=O)NCC(=O)NCCCN3CC(C)CC(C)C3)c3ccccc3c2=O)cc1 (stereo unspecified),-2%,0,3%,7,4%,-0.1%,1,30,-6%,-3,-2%
N/C(Cc1nc(-c2ccc(Br)cc2)cs1)=N\O,7%,16,1%,6,8%,0.1%,-3,-19,-7%,3,0%
C/C(CC(=O)NC(C)(C)C)=N\NC(=O)c1ccco1,0%,1,0%,-1,3%,0.0%,9,-7,-1%,0,-2%
COC(=O)c1cc(NC(=O)Cc2cc(OC)c(OC)c(OC)c2)cc(C(=O)OC)c1,0%,0,0%,-6,3%,0.1%,1,-10,-3%,-2,-2%
CCN(CC)C(=O)COc1coc(CN2CCN(c3ccccc3)CC2)cc1=O,·,-2,0%,3,?,-0.2%,-6,-11,·,·,-2%
Cc1ccc(C(=O)Nc2ccc(NC(=O)c3ccc(C)o3)cc2)o1,·,2,-2%,17,6%,-0.4%,-17,11,3%,-1,-2%
O=C1CCc2cc(S(=O)(=O)Nc3ccc(F)cc3)cc3c2N1CC3,·,1,-6%,-3,·,0.2%,14,11,·,·,·
O=C(CCCc1nc2ccccc2s1)Nc1ccc(N2CCOCC2)cc1,-24%,1,2%,6,-2%,0.1%,30[activator],-9,-16%,4,3%
O=C(CS(=O)(=O)c1ccccc1)c1cc2ccccc2oc1=O,5%,2,-1%,9,12%,-0.8%,-10,-11,43%[activator],-4,-14%
O=S(=O)(c1ccc(Cl)cc1)N1CCCC(C(F)(F)F)C1 (stereo unspecified),-1%,-2,1%,13,-7%,0.1%,6,1,1%,-1,1%
COc1ccc(C(C)(C)C)cc1NC(=O)COC(=O)C(C)C,0%,?,-3%,-15,11%,0.1%,-7,-1,?,-4,7%
COc1ccc(NC(=O)CSc2nc3sc(C)cc3c(=O)n2C)cc1,·,1,-2%,-34,0%,-0.5%,14,-4,·,2,2%
COc1ccc(CNc2nc(NCc3ccc(OC)c(OC)c3)n(C(=O)c3cccs3)n2)cc1OC,0%,0,1%,-1,21%,0.3%,8,-4,17%,-1,-2%
CCOc1ccc(N2CC(C(=O)NCc3cccc(C)c3)CC2=O)cc1 (stereo unspecified),9%,17,-1%,10,-2%,-0.5%,20,2,6%,1,0%
Cc1ccc(-c2nnc(-c3ccccc3)o2)cc1,-24%,3,0%,4,-3%,0.2%,13,1,-30%,-6,2%
Cc1cc(C)c(CN2CCN(C(=O)Cn3cnc(C(=O)Nc4ccc(C)c(C)c4)n3)CC2)c(C)c1,·,·,-1%,-18,·,0.1%,27,-7,·,·,·
O=C1CC(NS(=O)(=O)c2cccs2)CN1c1ccc(F)cc1 (stereo unspecified),·,1,2%,-13,·,0.0%,-13,-4,·,·,·
Cc1ccccc1C(=O)c1cccn1CC(=O)NCc1ccc2c(c1)OCO2,-1%,5,1%,-2,19%,-0.2%,0,-7,·,4,1%
CC(C)N1CCN(Cc2cnc(N3CCCC3)s2)CC1CCO (stereo unspecified),-1%,1,0%,-1,5%,-0.3%,8,-9,5%,-3,-2%
Cc1ccc(-c2nc3ncccc3n2O)cc1,·,-3,5%,1,3%,0.2%,-15,2,-1%,1,5%
Cc1ccc(C(=O)NCC(=O)OCc2c(F)cccc2Cl)s1,·,·,-1%,8,·,0.1%,-2,-10,·,·,·
CN(C)S(=O)(=O)c1ccc(NC(=S)NC(=O)c2ccc(Br)o2)cc1,-1%,0,0%,·,1%,0.4%,·,·,-6%,-1,6%
COc1ccc(NC(=S)NC23CC4CC(CC(C4)C2)C3)cc1OC,-4%,9,1%,·,9%,-0.1%,-10,5,·,·,-3%
C=CCn1c(SCC(=O)NCc2ccc3c(c2)OCO3)nc2scc(-c3ccc(F)cc3)c2c1=O,2%,12,1%,-40,2%,-0.3%,-2,7,0%,1,0%
O=C(CCNC(=O)c1ccco1)Nc1nc2ccccc2s1,·,-1,4%,2,·,0.3%,-2,1,·,·,·
Cc1cc(C)n(-c2nnc(C)n2NS(=O)(=O)c2ccc(F)cc2)n1,-3%,-3,2%,-10,11%,0.4%,7,-6,40%[activator],10,0%
O=C(COc1ccccc1)NCc1cccs1,11%,-7,0%,0,3%,0.3%,-11,-3,17%,-1,3%
